RECQ1 helicase = RECQ1 (human) helicase inhibition. P46063. RECQ1 DNA unwinding, red fluorescence kinetic read. Potency, µM (titrated, usually from 57.3 µM), without a hit: at the highest dose activity, negative = inhibition, usual class: inhibitors. hit rate 0.54% among 240,000;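 note: plate controls were vehicle for no effect and no enzyme for full effect; nearly all actives have a fitted effect of over 30% in size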
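RECQ1T1 50 nM; forked duplex (20 bp + 30-nt ss tails) 200 nM, ATP 2 mM final; pH 8.0, 2 mM MgCl2, 2.5 ug/ml poly(dI-dC); 15 min compound preincubation; discontinuous kinetic read over 2 h at RT.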
TRb SRC2 PPI = disrupts binding of human TR beta to SRC2. P10828. TRbeta-SRC2 peptide binding, fluorescence polarization; receptor liganded with 1 µM T3. Potency, µM (titrated, usually from 106 µM), without a hit: top-dose activity change, negative = inhibition, most hits filed as inhibitors. hit rate 0.065% among 280,000;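 note: plate controls were bound peptide for no effect and peptide without receptor for full effect; nearly all actives have a fitted effect of over 50% in size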
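Human TRb LBD (0.6 uM) plus Texas Red-labeled SRC2 peptide (20 nM), 1uM T3, 5% DMSO, 5 hr at ambient temperature. Decreased polarization (555/632 nm) flags inhibition; data normalized to free and bound peptide controls.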
Lamin A splicing = LMNA splicing modulation. hit rate 0.01% among 200,000. Potency, µM (doses to about 46.1 µM), inactives show at the top dose ratio change, negative = inhibition, actives largely listed as inhibitors. HeLa LMNA splicing GFP/RFP minigene ratio, 48 h. AID 1487; active = well fitted inhibition curve with a large enough effect in the signal ratio, with a control signal flat, not every such curve was filed as active; inconclusive = small, poorly fitted or top-dose-only effect, or effect the other way, or a change in a side signal; the % refers to the signal ratio; note: % is set by controls: 0 for no effect and ±100 for the full control effect
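Read-out is the ratio of GFP to DsRed2 object intensity, acquired by 488 nm laser-scanning cytometry on HeLa lamin A-EGFP minigene reporter cells. Compound incubation 48 hrs at 37 °C in Opti-MEM with 2% FBS; DMSO 0.5% final.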
KDM4E inh = JMJD2E (human) inhibition. B2RXH2. JMJD2E catalytic domain, FDH-coupled NADH fluorescence (FDH is formaldehyde dehydrogenase). Potency, µM (doses to about 57.1 µM), inactives show at the top dose activity change, negative = inhibition, usual class: inhibitors. hit rate 1.6% among 230,000; active = well fitted inhibition curve with a large enough effect, not every such curve was filed as active; inconclusive = small, poorly fitted or top-dose-only effect, or another doubt; inactive = no such curve, though single readings can be large or run the other way;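 note: 0% = wells with enzyme and -100% = buffer wells without enzyme; nearly all actives have a fitted effect of over 50% in size; many of its hits are not listed in these tables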
Target sequence (B2RXH2 1-337 limits assumed): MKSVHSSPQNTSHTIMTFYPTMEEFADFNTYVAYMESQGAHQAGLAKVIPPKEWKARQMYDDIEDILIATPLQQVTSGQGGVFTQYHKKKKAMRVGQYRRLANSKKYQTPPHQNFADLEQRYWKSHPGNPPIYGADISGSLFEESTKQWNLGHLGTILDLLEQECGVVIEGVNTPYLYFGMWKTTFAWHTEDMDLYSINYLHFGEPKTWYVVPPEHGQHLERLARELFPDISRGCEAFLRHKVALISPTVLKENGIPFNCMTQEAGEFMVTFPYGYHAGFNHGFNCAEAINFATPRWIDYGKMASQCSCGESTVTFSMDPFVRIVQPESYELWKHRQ
TexasRed fluor = alters Texas Red total fluorescence, flagging assay interference. TRb/SRC2 Texas Red total fluorescence interference. Potency, µM (doses to about 106 µM), inactives show top-dose fluorescence change, negative = quenching. hit rate 0.29% among 280,000. AID 1479; active = well fitted curve in either direction with a large enough effect; inconclusive = small, poorly fitted or top-dose-only effect; note: % is set by controls: 0 for no effect and ±100 for the full control effect
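Human TRβ ligand-binding domain (0.6 uM) and Texas Red SRC2 peptide (20 nM) in Tris buffer with 1 uM T3 and 5% DMSO were incubated with pinned compound for 5 hr at ambient temperature. Total fluorescence was computed as S + 2P (555/632 nm).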
ALDH1A1 block = blocks purified human ALDH1A1 activity; P00352; Purified ALDH1A1, NADH fluorescence, propionaldehyde substrate; hit rate 7.3% among 220,000; Potency, µM (series often up to 75.3 µM), for the others: at the top dose activity, negative = inhibition, actives largely listed as inhibitors; active = well fitted inhibition curve with a large enough effect, not every such curve was filed as active; inconclusive = small, poorly fitted or top-dose-only effect, or another doubt; inactive = no such curve, though single readings can be large or run the other way;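 note: plate controls were no enzyme wells and a reference inhibitor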
Target sequence (P00352 whole entry, looked up): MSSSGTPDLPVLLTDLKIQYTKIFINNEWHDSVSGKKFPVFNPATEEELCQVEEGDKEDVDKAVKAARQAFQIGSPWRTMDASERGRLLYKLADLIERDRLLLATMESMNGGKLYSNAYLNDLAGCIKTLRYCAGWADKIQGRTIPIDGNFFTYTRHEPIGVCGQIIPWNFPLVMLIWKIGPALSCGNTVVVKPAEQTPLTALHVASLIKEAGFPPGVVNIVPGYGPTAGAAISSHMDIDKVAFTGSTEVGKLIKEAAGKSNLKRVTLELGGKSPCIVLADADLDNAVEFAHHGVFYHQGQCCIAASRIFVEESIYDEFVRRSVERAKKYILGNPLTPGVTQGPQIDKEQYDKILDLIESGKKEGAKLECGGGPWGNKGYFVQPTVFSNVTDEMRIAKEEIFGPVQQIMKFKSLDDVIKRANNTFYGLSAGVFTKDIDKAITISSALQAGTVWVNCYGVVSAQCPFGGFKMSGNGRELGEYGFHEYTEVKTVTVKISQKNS
SMN2 splice up = increases expression of the SMN2 splice variant; hit rate 2.8% among 210,000; AID 1458; Potency, µM (highest dose often 46.1 µM), without a hit: at the highest dose activity change, positive = activation, usual class: activators; HEK293 SMN2-luciferase splicing reporter, luminescence, 30-36 h; note: % of control where 0% means no effect; nearly all actives have a fitted effect of over 55% in size
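HEK293 cells carry an SMN2 […]–luciferase reporter in which exon 7 inclusion puts luciferase in frame. Cells were plated 10-12 h before compound addition, then incubated 30-36 h at 37C. ONE-Glo luminescence was read; sodium butyrate at 4.5 mM final served as control.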
RGS12 GoLoco inh = RGS12 GoLoco-Gai1 interaction inhibition; Gai1:RGS12 GoLoco peptide FP, rhodamine, 10 min; Potency, µM (doses to about 61.6 µM), for inactives: at the highest dose activity, negative = inhibition, most hits filed as inhibitors; hit rate 0.44% among 230,000; AID 880; active = well fitted inhibition curve with a large enough effect, not every such curve was filed as active; inactive = no such curve, though single readings can be large or run the other way; note: % is set by controls: 0 for no effect and ±100 for the full control effect; nearly all actives have a fitted effect of over 30% in size; many of its hits are not listed in these tables
* = called active by the depositor; i = inactive; ? = inconclusive; nt = not tested or not shown; & = joins results of further samples; [ ] = remark or other dose. Unless noted, calls come from the whole dose curve; as a rule, active = well fitted curve in the direction sought with a large enough effect; inconclusive = small, poorly fitted or top-dose-only effect, or another doubt; inactive = no such curve, though single readings can be large; an effect the other way counts as inactive or inconclusive. Potency is the fitted concentration of half-maximal effect. This is a subset, so the mix of outcomes need not match the whole.

SMILES | RECQ1 helicase | TRb SRC2 PPI | Lamin A splicing | KDM4E inh | TexasRed fluor | ALDH1A1 block | SMN2 splice up | RGS12 GoLoco inh
CSc1ccc(C(c2c(O)c3ccccc3oc2=O)c2c(C)n(C)n(-c3ccccc3)c2=O)cc1 (stereo unspecified) | -1% | -6%&-4% | nt | ? | -8%&-2% | ? | -8%&-9% | 2%
O=C1CC(N2CC=C(c3ccc(F)cc3)CC2)C(=O)N1c1ccc(F)cc1 (stereo unspecified) | -1% | 0% | 8% | ? | 1% | ? | -9% | 50%[activator]
COc1ccc(C2=NOC(COC(=O)c3ccc4ccccc4n3)C2)cc1 (stereo unspecified) | -1% | 0% | -7% | -27% | 2% | 5.6µM* | ? | 4%
C=CCn1c(O)c(C(C)=NCc2ccc3c(c2)OCO3)c(=O)[nH]c1=O | -1% | -2% | nt | -9% | 0% | nt | nt | 6%
Cn1c(O)c(C=Nc2ccccc2Sc2ccccc2)c(=O)n(C)c1=O | -8% | 1%[53 µM] | -2% | 10% | -1%[53 µM] | -5% | -12% | 2%
Cc1ccc(N2C(=O)/C(=C/N3CCN(C(=O)c4ccco4)CC3)C(=O)NC2=S)cc1C | -6% | -8% | 8% | 10% | -3% | ? | -7% | 108%[activator]
Fc1ccc(CNCCc2ccccc2F)cc1 | -4% | 6% | -1% | 7% | -1% | 7% | 5% | 8%
CC(C)CN1CCC2(CC1)CCN(C(=O)Oc1ccccc1)CC2 | -8% | nt | nt | nt | nt | 4% | -6% | 3%
CCc1cc2c(=O)n(C(C)C(=O)OC3CCCCC3)cnc2s1 (stereo unspecified) | -6% | -1% | 7% | -10% | 0% | 7% | 11µM* | 10%
CC12CCCCC1=[N+]([O-])CN2O (stereo unspecified) | -3% | 6% | -11% | -5% | 2% | 4% | -1% | -2%

3 structures out of the list, arranged by molecular weight, smallest number first.
SMILES | RECQ1 helicase | TRb SRC2 PPI | Lamin A splicing | KDM4E inh | TexasRed fluor | ALDH1A1 block | SMN2 splice up | RGS12 GoLoco inh
Fc1ccc(CNCCc2ccccc2F)cc1 | -4% | 6% | -1% | 7% | -1% | 7% | 5% | 8%
COc1ccc(C2=NOC(COC(=O)c3ccc4ccccc4n3)C2)cc1 (stereo unspecified) | -1% | 0% | -7% | -27% | 2% | 5.6µM* | ? | 4%
Cc1ccc(N2C(=O)/C(=C/N3CCN(C(=O)c4ccco4)CC3)C(=O)NC2=S)cc1C | -6% | -8% | 8% | 10% | -3% | ? | -7% | 108%[activator]

Later entries:
SMILES | RECQ1 helicase | TRb SRC2 PPI | Lamin A splicing | KDM4E inh | TexasRed fluor | ALDH1A1 block | SMN2 splice up | RGS12 GoLoco inh
O=c1cccc2n1CC1CC2CN2CCCC[C@H]12 (stereo partly specified) | -7% | -1% | nt | ? | 1% | ? | nt | 0%
COC(=O)Nc1nc2ccccc2[nH]1 | -11% | 8%[201 µM] | nt | nt | -5%[201 µM] | 12% | 15% | 10%
CN(C)NC(=O)CCC(=O)O | -18% | -3%[201 µM] | nt | nt | -3%[201 µM] | 1% | 12% | -108%
O=c1[nH]c(=S)n(-c2ccccc2F)c(O)c1C=Nc1ccc(N2CCOCC2)cc1 | -3% | -5% | nt | -14% | 1% | ? | -16% | 53%[activator]
CC(=O)OC1CC2C(C)(C)C(=O)C=C[C@]2(C)C2CC[C@]3(C)C(=CC(=O)OC3c3ccoc3)[C@]12C (stereo partly specified) | -2% | -4% | nt | -3% | 1% | -5% | -87%[inhibitor] | -1%
O=C(c1ccc2c(c1)ncn2C1CCCCC1)N1CCC2(CC1)OCCO2 | -2% | 5% | ? | 0% | -5% | -2% | 2% | 3%
CCOP(=O)(OCC)C(NC(=O)c1ccc(C)cc1)=C(Cl)Cl | -6% | 1% | -14% | 9% | -22% | 19% | -4% | 0%
CN1CCc2nc(SCc3cccc(Br)c3)c(C#N)cc2C1 | -14% | -2% | nt | ? | 0% | nt | nt | 4%
CCCCCCn1c(O)c(C=NC2CCN(Cc3ccccc3)CC2)c(=O)[nH]c1=O | 13% | 4% | 2% | 0% | -3% | -10% | -60%[inhibitor] | 10%
O=C(C[N+]12CCC(CC1)C(OC(=O)c1ccccc1)C2)c1ccc([N+](=O)[O-])cc1 (stereo unspecified) | i | nt | nt | -4% | -3% | -1% | nt | 4%
COc1ccc(C2NCc3ccc4c(c3-n3cccc32)OCO4)cc1O (stereo unspecified) | -7% | -3% | ? | 1% | 5% | -6% | 4% | -7%
O=C(c1ccc2c(=O)n(Cc3ccc4c(c3)OCO4)c(=S)[nH]c2c1)N1CCC2(CC1)OCCO2 | -15% | 1% | 7% | 1% | 0% | ? | -12% | 11%
Cc1ccc(/C=C/C2=NN(Cc3ccc(Cl)c(Cl)c3)C(=O)CC2)cc1 | -2% | 12% | ? | -10% | 2% | ? | -17% | 1%
CN1c2ccc([N+](=O)[O-])cc2CC2(C(=O)NC(=O)N(c3ccc(Br)cc3)C2=O)C1c1ccccc1 (stereo unspecified) | -8% | 5% | -10% | 1% | 4% | -9% | -22% | 5%
NCC(CC(=O)O)c1ccc(Cl)s1 (stereo unspecified) | -5% | -2% | nt | nt | -1% | -3% | -5% | 3%
O=C(CN1CCCCC1)NCC(=O)Nc1ccc(Br)cc1C(=O)c1ccccc1 | -2% | -15% | 11% | 3% | -2% | 10% | -10% | 3%
CCCCOCCCn1c(N)c(C(=O)OCCOC)c2nc3ccccc3nc21 | -11% | 8% | 13% | -1% | 0% | ? | 11% | 13%
CC(C)c1cc2c(c(O)c1O)[C@@]1(C(=O)O)CCCC(C)(C)[C@@H]1CC2 | -20% | -5% | nt | nt | -1% | 14µM* | nt | -10%
CNC(=O)N(C)c1nnc(C(C)(C)C)s1 | -9% | 5% | -8%&-3% | -4%&-1% | 1% | 6%&-8% | 23%&10% | 3%&3%
CC1CCCC(=O)CCC/C=C/c2cc(O)cc(O)c2C(=O)O1 (stereo unspecified) | -11% | -6% | nt | -4% | 0% | ? | -6% | 3%
Cn1c(O)c(C(=NCCN2CCCCC2)c2ccccc2Cl)c(=O)n(C)c1=O | 10% | -8% | ? | 4% | 0% | -7% | -10% | 6%
C=CCn1c(=O)/c(=C\c2ccccn2)s/c1=C(/C#N)C(=O)NCC1CCCO1 (stereo unspecified) | -6% | 12% | -19%[46 µM] | ? | 3% | ? | -2% | 12%
CCN1CCN(c2cc(N3CCCC3)c(F)cc2[N+](=O)[O-])CC1 | 4% | 1% | -13% | 4% | -35% | -5% | -9% | 28%
O=S(=O)(c1ccc(Cl)cc1)N1CCCC1c1cccnc1 (stereo unspecified) | 2% | 10% | nt | 10% | 1% | nt | nt | 45%[activator]
c1cc(CN2CCCC3(CCNCC3)C2)ccn1 | i | nt | nt | nt | nt | ? | 7% | -23%
CCOP(=O)(OCC)C(O)c1cccnc1 (stereo unspecified) | -14% | 1% | nt | 8% | -3% | nt | nt | 11%
C=CCn1c(O)c(C(C)=NCCN2CCOCC2)c(=O)[nH]c1=O | -14% | -3% | -15% | -2% | -3% | -3% | 15% | -6%
COc1ccccc1N1C(=O)NC(=O)/C(=C/c2ccc3c4c(cccc24)CC3)C1=O | -5% | -6% | -12% | 9% | -4% | ? | nt | nt
CC[C@]1(O)C(=O)OCc2c1cc1n(c2=O)Cc2cc3ccccc3nc2-1 | -18% | -2% | nt | ? | -3% | ? | nt | 19%
NCC(O)c1cc(O)c(O)cc1F (stereo unspecified) | ? | 1% | ? | 14µM* | 3% | -8% | -7% | 5%
O=c1[nH]c(O)c(N=Nc2cc([N+](=O)[O-])ccc2O)c(=O)[nH]1 | -5% | 11% | -3%[46 µM] | 165%[activator] | 13% | 20µM* | nt | 100%[activator]
CN(C)C(Cc1ccccc1)C(=O)c1cccs1 (stereo unspecified) | 0% | 3% | nt | -6% | 1% | ? | 16% | 0%
Nc1ccccc1C(=O)OCCc1ccccc1 | -2% | 6% | nt | nt | -3% | ? | 14µM* | 0%
COc1ccc2[nH]c3c(c2c1)CCN=C3C | ? | 3%[53 µM] | -13% | ? | 2%[53 µM] | 3%[20.9 µM] | -22%[20.6 µM] | 7%[21.6 µM]
CN(C)C1C(=O)C(C(N)=O)=C(O)[C@@]2(O)C(=O)C3=C(O)c4c(O)cccc4[C@@](C)(O)C3[C@H](O)C12 (stereo partly specified) | -3% | -5% | nt | 2µM* | ? | 7.1µM* | nt | -19%
Cc1nc2ccccc2c(=O)n1-c1cccnc1 | i | 1% | -2% | 2% | 0% | -2% | -19% | 2%
Cn1c(O)c(C=NC2CCN(Cc3ccccc3)CC2)c(=O)[nH]c1=O | -2% | 8% | nt | 3% | -2% | nt | nt | -3%
COc1cc(CN=C(C)c2c(O)n(C)c(=O)n(C)c2=O)cc(OC)c1 | -3% | 1% | nt | 10% | -2% | -7% | nt | 5%
CCN1CCN(c2nc3c(c(=O)[nH]2)CCCC3)CC1 | -11% | -20% | 9% | 2% | -4% | 3% | -2% | 3%
COC(=O)CCCNC(=O)CN1CC(c2ccccc2)CC1=O (stereo unspecified) | -10% | 0% | ? | -4% | -4% | -1% | -5% | 8%
Clc1ccc(C(OCCN2CCCCC2)c2ccccc2)cc1 (stereo unspecified) | i | -2% | nt | 4% | 1% | 10% | -3% | 1%
COc1ccc(C(c2nnnn2CC2CCCO2)N2CCN(c3ccccc3)CC2)cc1 (stereo unspecified) | -12% | -26% | 3% | -9% | 1% | ? | -4% | -8%
C1CCC(NC2CCCCC2)CC1 | -4%&-6% | 2%[201 µM] | ? | nt | -8%[201 µM] | ? | -7%&-1% | 6%&10%&1%
O=C1C(c2ccccc2)=C(N2CC2)c2ccccc21 | i | 3% | ? | 3% | 2% | -1% | -14% | -2%
CC1(C)C(O)CC(O)[C@]2(C)C1CC(O)[C@]1(C)C2CC[C@@]2(C)C(c3ccoc3)CC3OC312 (stereo partly specified) | -2% | 0% | nt | ? | -2% | ? | -11% | -5%
CCOC(=O)c1c(C)n(C(C)C)c2ccc(OC(=O)c3ccc(N4C(=O)CCC4=O)cc3)cc12 | -11% | 1% | -16% | -1% | -1% | -2% | 0% | 2%
